High-throughput results deposited in PubChem by National Center for Advancing Translational Sciences (NCATS).
MCF10A rereplic = inducers of DNA re-replication in MCF 10A breast cells; MCF 10A DNA re-replication, Hoechst nuclear intensity, 48 h; Potency, µM (highest dose often 46.1 µM), inactives show top-dose activity, positive = re-replication, most hits filed as activators; 350,000 compounds, 2.9% hits; AID 624296; further: potency means the concentration at half of the fitted maximal effect; % of control where 0% means no effect; nearly all actives have a fitted effect of over 50% in size
SW480 rereplic = DNA re-replication induction in SW480 cells | SW480 DNA re-replication, Hoechst DNA content imaging, 48 h | Potency, µM (highest dose often 46.1 µM), inactives show top-dose re-replication activation, most hits filed as activators | 340,000 compounds, 1.8% hits | AID 624297; further: potency means the concentration at half of the fitted maximal effect; % of control where 0% means no effect; nearly all actives have a fitted effect of over 55% in size
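SW480 cells exposed to compounds for 48 hr at 37 C, 5% CO2, then Hoechst-stained 40 min. Nuclear DNA content imaged by fluorescence scanning (405 nm excitation, 500-530 nm emission); re-replication scored as increased high-intensity nuclei.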
WRN inhibitor = blocks human WRN helicase; 360,000 compounds, 0.46% hits; WRN helicase unwinding, fluorescent forked duplex, kinetic; Potency, µM (titrated, usually from 114 µM), for the others: at the top dose activity change, negative = inhibition, hits mostly inhibitors; AID 651768; Q14191; further: potency means the concentration at half of the fitted maximal effect; on the % scale 0 is the no-effect control and ±100 the full control effect; nearly all actives have a fitted effect of over 55% in size
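Fluorescence dequenching readout, ex 525 nm/em 598 nm, kinetic mode: forked duplex DNA (100 nM final) with adjacent fluorophore and quencher unwound by WRN (20 nM final) with 2 mM ATP. Compound preincubation 15 min, room temperature.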
IL-1B inflam inh = blocks inflammasome-driven IL-1 beta release. 360,000 compounds, 4.7% hits. activity change, % at 57.5 µM. THP-1 LPS/ATP IL-1B secretion, AlphaLISA, 16 h; hits give low values; in the data active means activity change below about -50%; inconclusive means mostly about -30% to -49%; further: on the % scale 0 is the no-effect control and ±100 the full control effect
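Secreted IL-1B measured by AlphaLISA bead assay after 16 h compound exposure of THP-1 cells; compounds (final up to 57.5 uM) added 1 h before LPS (250 ng/mL) and ATP (1.25 mM) stimulation; lower signal means less secretion.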
HT1080-NT tox = kills 2HG-producing HT-1080-NT fibrosarcoma cells. HT-1080-NT fibrosarcoma viability, CellTiter-Glo ATP luminescence, 48 h. Potency, µM (doses to about 46.1 µM), for inactives: top-dose activity, negative = less viability, hits mostly cytotoxic. 360,000 compounds, 1.6% hits. AID 686970;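 further: NT is the 2HG producing partner of a matched IDH1 knockdown line; potency means the concentration at half of the fitted maximal effect; 0% = DMSO-treated cells and -100% = media-only wells without cells; nearly all actives have a fitted effect of over 55% in size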
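Luminescent CellTiter-Glo readout after 48 hours of compound exposure at 37 degrees C defined viability of HT-1080-NT cells. Activity was normalized to DMSO wells and cell-free media wells; concentration-response curves were fitted and assigned curve classes.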
HT1080 IDH1KD tx = toxicity to HT-1080 IDH1 knockdown cells (counter line) | HT-1080 IDH1 knockdown viability, ATP luminescence, 48 h | Potency, µM (highest dose often 46.1 µM), for inactives: at the top dose activity, negative = toxicity, most hits filed as cytotoxic | 360,000 compounds, 2% hits;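 further: potency means the concentration at half of the fitted maximal effect; 0% = DMSO wells and -100% = cell-free medium wells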
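Using the IDH1-knockdown HT-1080 line run in the same batch and compound series as the NT line, viability after 48 h at 37 °C was determined by CellTiter-Glo luminescence and expressed as % activity.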
KB-V1 MDR tox = kills drug-selected multidrug resistant KB-V1 cells. KB-V1 MDR cells viability, CellTiter-Glo, 72 h. Potency, µM (top dose mostly 46.1 µM), inactives show at the top dose activity change, negative = cytotoxicity, hits mostly cytotoxic. 400,000 compounds, 3.4% hits; further: potency means the concentration at half of the fitted maximal effect; on the % scale 0 is the no-effect control and ±100 the full control effect; nearly all actives have a fitted effect of over 60% in size
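Cytotoxicity via CellTiter-Glo luminescence after 72 h compound exposure at 37 degrees C. Cells: drug-selected KB-V1 line, DMEM phenol-red free plus 10% FBS. Compounds tested at multiple concentrations; normalized data fitted to concentration-effect curves.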
ATXN2 expr inh = inhibitors of ATXN2 expression; HEK-293 ATXN2-luciferase reporter, luminescence, 24 h; Potency, µM (highest dose often 57 µM), without a hit: top-dose activity change, negative = inhibition, actives largely listed as inhibitors; 360,000 compounds, 0.72% hits; AID 1745845; further: potency means the concentration at half of the fitted maximal effect; on the % scale 0 is the no-effect control and ±100 the full control effect; nearly all actives have a fitted effect of over 55% in size
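ATXN2-luciferase reporter cells (luciferase flanked by upstream and downstream ATXN2 gene portions) were treated 24 h at 37 °C with compounds at up to 57 uM. SteadyGlo luminescence gave expression; GF-AFC fluorescence gave viability.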
KB-3-1 tox = kills parental KB-3-1 adenocarcinoma cells | KB-3-1 viability, CellTiter-Glo ATP luminescence, 72 h | Potency, µM (highest dose often 46.1 µM), for inactives: top-dose activity change, negative = cytotoxic, most hits filed as cytotoxic | 400,000 compounds, 1.4% hits; further: potency means the concentration at half of the fitted maximal effect; on the % scale 0 is the no-effect control and ±100 the full control effect; nearly all actives have a fitted effect of over 60% in size
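KB-3-1 parental drug-naive adenocarcinoma cells in DMEM/10% FBS, incubated 72 h at 37 C with pin-transferred compounds across a concentration series. Viability by CellTiter-Glo luminescence; concentration-response curves fitted after normalization.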
Starred values were filed as active, the others as inactive; ? = inconclusive; · = not tested or not shown; [ ] = dose if it differs, or a comment. Unless noted, the call rests on the fitted dose curve; in most records, active means well fitted curve in the direction sought with a large enough effect; inconclusive means small, poorly fitted or top-dose-only effect, or another doubt; inactive means no such curve, though single readings can be large; an effect the other way counts as inactive or inconclusive.

A first look, 2 compounds:
SMILES	MCF10A rereplic	SW480 rereplic	WRN inhibitor	IL-1B inflam inh	HT1080-NT tox	HT1080 IDH1KD tx	KB-V1 MDR tox	ATXN2 expr inh	KB-3-1 tox
Cc1ccc(NC(=O)c2ccc3ccccc3n2)nc1	11%	1%	-1%	-10	2%	-1%	2%	73%[activator]	-20%
CCOC(=O)N1CCc2c(sc(NC(=O)CN3CCOCC3)c2C(=O)Nc2ccccc2)C1	1%	-4%	-5%	0	3%	0%	-16%	·	21%

All compounds of this part, from the start:
SMILES	MCF10A rereplic	SW480 rereplic	WRN inhibitor	IL-1B inflam inh	HT1080-NT tox	HT1080 IDH1KD tx	KB-V1 MDR tox	ATXN2 expr inh	KB-3-1 tox
Cc1ccc(NC(=O)c2ccc3ccccc3n2)nc1	11%	1%	-1%	-10	2%	-1%	2%	73%[activator]	-20%
CCOC(=O)N1CCc2c(sc(NC(=O)CN3CCOCC3)c2C(=O)Nc2ccccc2)C1	1%	-4%	-5%	0	3%	0%	-16%	·	21%
CC1CC(C(F)(F)C(F)(F)F)n2nc(C(=O)O)cc2N1 (stereo not given)	-11%	-4%	-14%	5	10%	27%	6%	4%	0%
CC(=O)NCCn1c(SCC#N)nc2ccccc2c1=O	0%	-2%	4%	0	6%	1%	14%	1%	2%
CCn1ncc(CN2CCC(Oc3ccc(C(=O)N4CCCC4)cc3)CC2)c1C	8%	-4%	-4%	18	-4%	5%	1%	0%	18%
COc1cc(CNC(=O)Nc2nnc([C@@H]3C[C@H](O)[C@@H](CO)O3)s2)cc(OC)c1OC	·	·	-2%	-9	?	7%	0%	6%	0%
Cc1ccc(SCC(=O)Nc2ccc(N3CCOCC3)cc2)c(C)c1	7%	-5%	4%	-26	0%	0%	23%	·	1%
Cc1cccc(OCc2nc(-c3ccc(-n4cccc4)cc3)no2)c1	13%	-8%	-10%	-7	11%	13%	26%	-21%	7%
CC(=O)Nc1ccc(S(=O)(=O)Nc2ccccc2C(=O)N2CCCCC2)cc1	-24%	11%	9%	-2	5%	5%	0%	-3%	-7%
Cc1cccc2sc(NS(C)(=O)=O)nc12	-13%	-8%	9%	50	-6%	-7%	4%	44%[activator]	-16%
CC(C)c1ccc(CNc2nc3nc4c(c(=O)n3[nH]2)CCC4)cc1	5%	-20%	-1%	5	6%	10%	-15%	0%	-10%
CCOc1cc(N2CCOCC2)c(OCC)cc1NC(=O)COC(=O)c1cc(C)cc(C)c1	0%	-15%	3%	-7	-6%	2%	?	-45%	1%
Cc1ccc(-c2nnc(N3CCN(C(=O)CN4CCOCC4)CC3)c3ccccc23)cc1	8%	1%	11%	-22	6%	2%	13µM*	-22%	4%
O=C(N/N=C/c1ccc(O)cc1)c1cc[n+](Cc2ccccc2)cc1	1%	-4%	6%	14	10%	1%	?	-26%	5%
COc1ccc(-n2c(Cc3cc(=O)[nH]c(=O)[nH]3)nnc2SCC(=O)Nc2ccccc2)cc1	2%	0%	-5%	18	-5%	-3%	0%	4%	-8%
Cc1oc(C(C)(C)C)cc1C(=O)N1CCN(c2ncccc2C(F)(F)F)CC1	-6%	1%[9.22 µM]	-21%	-6	-7%	-9%	-9%	-2%	-3%
COc1cc(C(=O)OCC(=O)NC2CCS(=O)(=O)C2)c([N+](=O)[O-])cc1OC (stereo not given)	-6%	-4%	1%	-3	18%	16%	5%	9%	2%
Cc1nonc1NC(=O)OC1CCCCC1	-6%	5%	7%	5	5%	-4%	14%	-8%	15%
O=C(Cc1ccc(NC(=O)C2CCCN(C(=O)CCc3ccccc3)C2)cc1)Nc1cccc(C(=O)N2CCCCC2)c1 (stereo not given)	1%	6%	1%	11	2%	-3%	27%	-8%	?
CC1CC(C)CN(S(=O)(=O)c2ccc(NN)nc2)C1 (stereo not given)	?	?	-5%	18	-25%	?	-8%	-34%	-12%
C/C(=N\Nc1ccccc1C)c1cccnc1	-4%	-7%	-10%	-10	4%	3%	17%	28%	10%
Cc1ccc(CNc2ccc(Cl)cc2[N+](=O)[O-])cc1	-8%	-6%	1%	-14	11%	7%	-26%	35%	1%
Cc1onc(-c2c(Cl)cccc2Cl)c1C(=O)N=C(N)N1CC(C)OC(C)C1 (stereo not given)	5%	5%	-4%[11.6 µM]	18	-2%	-7%	?	-19%	-39%
CCc1nnc(NC(=O)C2CCCN(c3nc(C)cc(C)n3)C2)s1 (stereo not given)	1%	1%	-9%	0	1%	-10%	9.2µM*	10%	12%
O=C(Nc1cccc(C(=O)Nc2cccc(Br)c2)c1)c1ccccc1	?	-12%	4%	-1	-5%	-8%	-11%	-23%	?

Five compounds picked at random from the list so far:
SMILES	MCF10A rereplic	SW480 rereplic	WRN inhibitor	IL-1B inflam inh	HT1080-NT tox	HT1080 IDH1KD tx	KB-V1 MDR tox	ATXN2 expr inh	KB-3-1 tox
Cc1onc(-c2c(Cl)cccc2Cl)c1C(=O)N=C(N)N1CC(C)OC(C)C1 (stereo not given)	5%	5%	-4%[11.6 µM]	18	-2%	-7%	?	-19%	-39%
CC(C)c1ccc(CNc2nc3nc4c(c(=O)n3[nH]2)CCC4)cc1	5%	-20%	-1%	5	6%	10%	-15%	0%	-10%
CC(=O)Nc1ccc(S(=O)(=O)Nc2ccccc2C(=O)N2CCCCC2)cc1	-24%	11%	9%	-2	5%	5%	0%	-3%	-7%
O=C(Cc1ccc(NC(=O)C2CCCN(C(=O)CCc3ccccc3)C2)cc1)Nc1cccc(C(=O)N2CCCCC2)c1 (stereo not given)	1%	6%	1%	11	2%	-3%	27%	-8%	?
O=C(N/N=C/c1ccc(O)cc1)c1cc[n+](Cc2ccccc2)cc1	1%	-4%	6%	14	10%	1%	?	-26%	5%

(cont.)
SMILES	MCF10A rereplic	SW480 rereplic	WRN inhibitor	IL-1B inflam inh	HT1080-NT tox	HT1080 IDH1KD tx	KB-V1 MDR tox	ATXN2 expr inh	KB-3-1 tox
Cc1ccc(C(=O)Nc2ccncc2)o1	6%	-13%	4%	?	9%	5%	-1%	5%	-3%
COc1cc(C(=O)N/C(=C\c2cn(C)c3ccccc23)C(=O)NCCCn2ccnc2)cc(OC)c1OC	3%	?	-3%[57.1 µM]	36	11%	13%	2%	7%	19%
COc1ccccc1NC(=O)C1C2C=CC(C2)C1C(=O)NCc1cccnc1 (stereo not given)	4.6µM*	-13%	-2%	0	1%	10%	0%	-15%	8%
C/C(CC(=O)Nc1ccc(C)c(Cl)c1)=N\NC(=O)Cc1cnc(N)s1	67%	-3%	-2%	-10	8%	-8%	12%	·	-4%
CC(OC(=O)Cn1[nH]c(=O)c2ccccc2c1=O)C(=O)c1ccccc1 (stereo not given)	2%	1%	2%	10	2%	-2%	?	0%	?
COc1ccc(-c2noc(-c3csc([C@@H]4O[C@H](CO)[C@H](O)[C@H](O)[C@H]4O)n3)n2)cc1OC	·	·	1%	14	17%	21%	4%	37%[activator]	0%
CCOc1ccc(NC(=O)CN(C)C(=O)c2cc(S(=O)(=O)N(C)C)ccc2N2CCCC2)cc1OCC	10%	2%	11%	0	-6%	1%	?	5%	4%
CCCCNCCOCCOc1ccc(Cl)cc1Br	?	?	-25%	?	?	?	?	-24%	0%
COCc1cc(=O)[nH]c(SCC(=O)Nc2ccccc2)n1	0%	-4%	1%	19	7%	2%	18%	-5%	5%
COc1ccc(C2C(=O)N(C3CCCCC3)CC(=O)N2Cc2ccco2)cc1 (stereo not given)	-1%	-4%	0%	0	-3%[9.24 µM]	-22%	-1%	-9%	4%
CCCOc1c(Br)cc(C(=O)OCC(=O)NC2CC2)cc1OC	-2%	0%	-4%	11	-13%	-3%	3%	1%	10%
CCN1CCN(CCNC(=O)c2ccc(CS(=O)(=O)c3ccccc3C)o2)CC1	7%	2%	-3%	10	10%	7%	6%	4%	5%
COc1ccc(Br)cc1C(C[N+](=O)[O-])c1c(N)n(C)c(=O)n(C)c1=O (stereo not given)	?	3%	-7%	-83*	?	?	?	·	?
CCC(Sc1nc2cc(OC)c(OC)cc2c(=O)n1CCc1ccc(OC)c(OC)c1)C(=O)NCCOC (stereo not given)	22%	?	-9%	0	-3%	-4%	?	-13%	-3%
O=C(C1CCCC1)N1CCN(S(=O)(=O)c2cccc(Cl)c2Cl)CC1	4%	13%	1%	-14	-7%	0%	-18%	-1%	-1%
O=C(C[C@@H]1C[C@H]2c3cc(NC(=O)C4CCC4)ccc3O[C@H]2[C@@H](CO)O1)NCc1ccc(-c2ccccc2)cc1	·	·	4%	5	?	?	5%	?	?
O=C(COC(=O)/C=C/c1cc(Br)ccc1F)Nc1ccc2[nH]c(=O)[nH]c2c1	-4%	-33%	-16%	3	-9%	-20%	6%	-4%	-1%
Cc1ccc(C(=O)N2CCN(C(=O)C3CCCO3)CC2)cc1 (stereo not given)	-3%	-4%	9%	-4	11%	5%	7%	3%	6%
Cc1csc(NC(=O)C2CC(=O)N(c3ccc(C)c(C)c3)C2)n1 (stereo not given)	7%	8%	-31%	28	-2%	-6%	-3%	-13%	-2%
Cc1ccc(CNC(=S)N2CCOCC2)cc1	-2%	?	-1%	-11	0%	6%	7%	·	3%
Cc1csc(CNc2ncnc3ccc(-c4ccc5c(c4)OCO5)cc23)c1	?	?	·	·	·	·	-16%	-16%	?
